Bioassay records (PubChem)
Tau fluor cs – counter-screen for tau fibril formation inhibitors; tau K18 P301L Alexa594 fluorescence, heparin fibrillization; Potency, µM (top dose mostly 57.7 µM), for inactives: at the top dose activity change, negative = decrease; 280,000 compounds, 0.93% hits; AID 1463; also: % is scaled to controls: 0 for no effect and ±100 for the full control effect; nearly all actives have a fitted effect of over 55% in size
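Human K18 P301L tau (15 uM unlabeled plus 0.24 uM Alexa 594-labeled, final) in 100 mM sodium acetate pH 7 was mixed with compound and 20 uM heparin and incubated 6 hr at 37 C.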
Tau fibril FP – blocks human tau fibril formation measured by polarization; Potency, µM (top dose mostly 57.7 µM), for inactives: at the highest dose activity, negative = inhibition, usual class: inhibitors; K18 P301L tau heparin fibrillization, Alexa594 FP, 6 h; 280,000 compounds, 0.39% hits; AID 1468; P10636; also: % is scaled to controls: 0 for no effect and ±100 for the full control effect; nearly all actives have a fitted effect of over 55% in size
Target sequence (P10636 561-689 P618L limits assumed): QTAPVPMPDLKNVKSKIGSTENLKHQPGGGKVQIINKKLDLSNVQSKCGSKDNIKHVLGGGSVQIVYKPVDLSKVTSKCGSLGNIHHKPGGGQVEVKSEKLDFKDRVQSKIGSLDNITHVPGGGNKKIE
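K18 P301L tau (15 uM unlabeled/0.24 uM Alexa 594-labeled, final) + compound + heparin 20 uM final; 100 mM NaOAc pH 7; 6 hr 37 C; ThT 30 uM final added, 1 hr RT; FP ex 555/em 632 nm.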
GAA glycogen mod – GAA glycogen-cleavage inhibition or activation; P10253; recombinant GAA, glycogen substrate, Amplex Red glucose oxidase fluorescence; Potency, µM (top dose mostly 76.4 µM), inactives show at the top dose activity change, negative = inhibition, usual class: inhibitors; 300,000 compounds, 0.38% hits;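 also: 0% = full enzyme reaction and -100% = no-enzyme basal signal; the screen sought inhibitors and activators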
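Recombinant human enzyme (4 nM); glycogen substrate; 37 C, 40 min, pH 5.0. Readout: coupled glucose oxidase/Amplex Red fluorescence.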
GAA inh – inhibitors of human lysosomal alpha-glucosidase. P10253. Potency, µM (series often up to 76.9 µM), for inactives: at the top dose activity change, negative = inhibition, most hits filed as inhibitors. 200,000 compounds, 0.005% hits. purified human GAA, 4-MU-alpha-glucoside fluorescence;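 also: plate controls were uninhibited enzyme wells for no effect and no-enzyme background for full effect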
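Human enzyme at 4 nM with 400 uM 4-methylumbelliferyl-alpha-D-pyranoside, citrate/phosphate buffer pH 5.0, 0.005% Tween-20, 20 min at room temperature. Compounds up to 77 uM. 4-MU fluorescence (Ex 365/Em 440) read after NaOH/glycine stop; AC50 from Hill fit.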
HTT ATP protect – protects HTT-Q103 PC12 cells, measured by ATP; PC12 HTT-Q103 induced, cytoprotection, ATP luminescence, 40 h; Potency, µM (titrated, usually from 56.4 µM), inactives show cytoprotection (ATP increase), actives largely listed as activators; 230,000 compounds, 0.14% hits; AID 1471;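 also: % of control where 0% means no effect; nearly all actives have a fitted effect of over 45% in size; toxic huntingtin expression switched on by the ecdysone agonist tebufenozide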
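Compounds were screened for protection of PC12 cells against cell death after tebufenozide induction (100 nM final) of mutant Huntingtin exon 1 (Q103) fused to GFP.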
aGlu spleen mod – inhibits or activates alpha-glucosidase in human spleen homogenate | P10253 | human spleen homogenate, 4-MU-alpha-glucoside fluorescence | Potency, µM (doses to about 79.9 µM), inactives show at the highest dose activity change, negative = inhibition, usual class: inhibitors | 240,000 compounds, 0.006% hits | AID 2112;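 also: 0% = enzyme with vehicle and -100% = no enzyme basal signal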
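Compounds were titrated against alpha-glucosidase in spleen homogenate at pH 5.0, with 1 mM 4-methylumbelliferyl substrate for 40 min at 37 C. Reactions were quenched with pH 10 NaOH/glycine and fluorescence measured.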
Tau fibril ThT – tau fibrillization inhibition (ThT binding); P10636; Potency, µM (series often up to 57.4 µM), for inactives: top-dose activity, negative = inhibition, hits mostly inhibitors; recombinant tau K18 P301L (four-repeat tau fragment), heparin-induced fibrillization, ThT fluorescence; AID 1460; 270,000 compounds, 2.1% hits; also: % is scaled to controls: 0 for no effect and ±100 for the full control effect; nearly all actives have a fitted effect of over 55% in size
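Recombinant human tau K18 fragment […] carrying P301L, 15 uM unlabeled plus 0.24 uM Alexa 594-labeled, was fibrillized with 20 uM heparin in 100 mM sodium acetate pH 7 for 6 hr at 37 C; 30 uM ThT fluorescence read after 1 hr.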
GLA spleen mod – inhibitors or activators of human alpha-galactosidase in spleen homogenate; P06280; Potency, µM (series often up to 80 µM), inactives show top-dose activity change, negative = inhibition, usual class: inhibitors; human spleen homogenate, 4MU-alpha-Gal fluorescence, 40 min; 240,000 compounds, 0.008% hits; AID 2107;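 also: 0% = enzyme with vehicle and -100% = no enzyme basal signal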
Target sequence (P06280 32-429 limits assumed): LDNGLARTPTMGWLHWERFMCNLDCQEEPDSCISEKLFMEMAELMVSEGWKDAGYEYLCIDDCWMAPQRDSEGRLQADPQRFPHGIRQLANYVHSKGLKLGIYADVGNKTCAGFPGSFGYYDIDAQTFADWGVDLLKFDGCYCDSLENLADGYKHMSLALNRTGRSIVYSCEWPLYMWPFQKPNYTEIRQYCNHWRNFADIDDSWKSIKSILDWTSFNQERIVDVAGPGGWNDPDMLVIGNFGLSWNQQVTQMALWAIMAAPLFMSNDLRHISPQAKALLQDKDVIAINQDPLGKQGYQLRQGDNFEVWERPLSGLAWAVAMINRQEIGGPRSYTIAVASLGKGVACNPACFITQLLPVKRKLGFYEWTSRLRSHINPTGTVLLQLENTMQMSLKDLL
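Human spleen homogenate (1 ug) as enzyme source, 4-methylumbelliferyl-alpha-D-galactopyranoside 1 mM final, citrate/phosphate pH 5.0 with 0.01% Tween-20. Compounds 40 min at 37C, NaOH/glycine stop; fluorescence Ex 365/Em 440, Hill-fit AC50.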
Numbers without * were called inactive; ? = inconclusive; / = no result given; & = joins results of further samples; [ ] = remark or other dose. Calls follow the shape of the dose curve; as a rule, active = well fitted curve in the direction sought with a large enough effect; inconclusive = small, poorly fitted or top-dose-only effect, or another doubt; inactive = no such curve, though single readings can be large; an effect the other way counts as inactive or inconclusive. Potency is read from the fitted curve at half-maximal effect.

Each structure is followed by: Tau fluor cs | Tau fibril FP | GAA glycogen mod | GAA inh | HTT ATP protect | aGlu spleen mod | Tau fibril ThT | GLA spleen mod
FC(F)(F)c1cc(-c2ccco2)nc(NCc2cccnc2)n1
 : -6% | -1% | -20% | -4% | -28% | -5% | -6% | 4%
COc1cccc2sc(/N=C/N(C)C)nc12
 : 3% | -4% | -2% | / | 2%[10 µM] | -4% | 3% | -3%
Cc1cc(C(=O)CSc2nnc(-c3ccccc3)n2-c2ccccc2)c(C)n1-c1ncn[nH]1
 : 5% | 6% | -7% | -7% | -24% | -1% | -14% | -7%
CCC(=O)Oc1ccc(/C=C(\C#N)c2nc3ccccc3[nH]2)cc1OC
 : ? | -5% | 7%[76.3 µM] | / | / | / | ? | /
Cc1cc(NC(=O)c2cc(-c3cccs3)on2)no1
 : -12% | -2% | 5% | -2% | -36% | 1% | -8% | 3%
CCOc1ccc(CCNC(=O)C2CCCN(S(=O)(=O)N(C)c3ccc(F)cc3)C2)cc1 (stereo not drawn)
 : -11% | 14% | 8%[76.3 µM] | / | / | / | -11% | /
Cc1ccc(NC(=O)C2CCCN2C(=O)NCc2ccccc2)cc1 (stereo not drawn)
 : -13% | -8% | 16% | 4% | 12%[10 µM] | -1% | -11% | -4%
CC1Cc2ccccc2N1C(=O)CSc1nnc(C2CC2)n1C (stereo not drawn)
 : -8% | -6% | 1% | -4% | 15%[10 µM] | 4% | -3% | 3%
C=CCSC1=N/C(=C\C=C\c2ccco2)C(=O)S1
 : ? | ? | -17% | -1% | 13% | 0% | 13µM* | 0%
Cc1ccc(S(=O)(=O)NC(=O)c2ccc(Br)o2)cc1
 : 1%[81.3 µM] | -1%[81.3 µM] | 5% | 3% | -20% | 5%[119 µM] | -7%[81.4 µM] | 3%[119 µM]
O=C(c1ccco1)N1CCN(c2c([N+](=O)[O-])nn(-c3cccc(Cl)c3)[n+]2[O-])CC1
 : -24% | -1% | -15% | -1% | 14% | -7% | ? | -7%
COc1ccc(CCNC(=O)CCCn2c(=O)c3cccn3c3ccc(F)cc32)cc1OC
 : 8% | -15% | 9%[76.3 µM] | / | / | / | 2% | /
CN(C(=O)COc1ccccc1)c1nnc(-c2ccncc2)s1
 : -4% | -5% | -5% | 0% | -16%[10 µM] | -5% | -8% | -2%
O=C(c1cnc2n(c1=O)CCS2)N(C1CCCCC1)C1CCCCC1
 : -4% | 5% | -6% | 3% | -1% | -9% | -4% | -2%
COc1ccccc1NC(=O)c1ccc(S(=O)(=O)N2CCCC2)cc1
 : -9% | -2% | -10% | -11% | -2% | -12% | -6% | 11%
O=C(CSc1nnc(CNc2ccc(Cl)cc2)o1)Nc1nc2ccccc2s1
 : -17% | -4% | -10% | -9% | -13%[10 µM] | 4% | ? | -1%
O=C(c1ccco1)N1CCN(C(=O)C(Sc2ccccc2)c2ccccc2)CC1 (stereo not drawn)
 : 20% | 8% | 17% | -5% | -8%[0.074 µM] | -3% | 8% | -9%
CC(C)C(C)/C=C/C(C)C1CCC2C3=CCC4CC(=O)CC[C@@]4(C)C3CC[C@]21C (stereo partly drawn)
 : -7% | -6% | / | / | / | 2% | -14% | 4%
O=C(Nc1ccccc1)NC1(C(=O)NCc2ccc3c(c2)OCO3)CCCCC1
 : -8% | 5% | 6% | -14% | -4%[10 µM] | 0% | -2% | -3%
Cc1ccc(CN2CCN(Cc3ccc(-n4cccn4)cc3)CC2CCO)cc1 (stereo not drawn)
 : -8% | -1% | -12% | -11% | 13%[10 µM] | -17% | -7% | 0%
O=c1oc2ccccc2cc1-c1nnc(Nc2ccc(Cl)cc2Cl)s1
 : -8% | -7% | 12%[76.3 µM] | / | / | / | -16% | /
COC(=O)CCCNC(=O)c1ccc(OC2CCN(CCc3ccccc3)CC2)cc1
 : -1% | 3% | -2% | 2% | 17%[10 µM] | 2% | -2% | -3%
CC(C)(C)NC(=O)[C@H]1CN(Cc2cccnc2)CCN1C[C@@H](O)C[C@@H](Cc1ccccc1)C(=O)N[C@H]1c2ccccc2C[C@H]1O
 : -23% | 2% | / | / | -117%[inhibitor] | -8% | -7% | -7%
Cc1csc(SCC(=O)NC(=O)NC(C)(C)C)n1
 : -2% | 8% | -15% | 9% | -11% | -5% | -5% | -8%
CCOc1ccc(C(=O)c2ccc(O)c(O)c2O)cc1
 : ? | ? | / | / | / | -5% | 22µM* | 0%
COc1ccc(CCNC(=O)c2cnc3sc(N4CCCCCC4)nn3c2=O)cc1
 : -11% | 1% | -13%[76.3 µM] | / | / | / | -16% | /
CN1CCN(C(=S)Nc2cccc(Cl)c2)CC1
 : 11% | 3% | -5% | 3% | 25%[10 µM] | -4% | 11% | -1%
C=CCNCCOc1ccccc1-c1ccccc1
 : 7% | 0% | -4% | 0% | -9%[0.074 µM] | 2% | 2% | 3%
CCOC(=O)N1CCN(Cc2nc3c(c(=O)n(C)c(=O)n3C)n2Cc2ccccc2C)CC1
 : -4% | -7% | -2% | 2% | -25%[0.074 µM] | -1% | 7% | 5%
CC(=N/O)/C(C)=N\NC(=O)c1ccccn1
 : 0% | 4% | -21% | 11% | -92%[inhibitor] | 3% | -4% | 2%
CC(C)C[C@H](NC(=O)Nc1ccc(S(N)(=O)=O)cc1)C(=O)O
 : 0% | 0% | 28% | 0% | -12% | 3% | -9% | 9%
COc1ccc(N(C(=O)CCl)C(C(=O)NCCc2ccccc2)c2cccs2)cc1Cl (stereo not drawn)
 : -10% | 10% | -8% | 2% | -40%[10 µM] | -6% | ? | 5%
O=C(Cc1sc(-c2ccccc2)nc1-c1ccccc1)Nc1ccc(Cl)cc1
 : ? | ? | 14% | -3% | -2%[10 µM] | 0% | 3% | 0%
Cc1ccc2c(C)c(C(=O)Nc3cccnc3)oc2c1
 : -15% | -7% | 6% | 1% | -11% | 7% | -9% | -1%
CCOC(=O)c1ccc(CNC(=O)CCC(=O)O)cc1
 : 3% | 3% | 14% | 2% | 8% | 3% | -1% | -5%
COc1ccc(CC2(CO)CCN(S(=O)(=O)c3c(C)nn(C)c3C)CC2)cc1
 : -11% | -10% | 11% | -11% | -17%[10 µM] | 2% | -9% | 6%
CCOc1cccc(C2Nc3ccccc3-c3cc(C)nn32)c1O (stereo not drawn)
 : -30% | 1% | ? | / | / | / | -16% | /
COc1cc(NC(=O)c2cc([N+](=O)[O-])ccc2Br)ccc1NC(=O)c1ccco1
 : ? | -5% | 1% | 2% | -13%[10 µM] | 10% | ? | 0%
O=S(=O)(c1ccccc1)c1nc(-c2ccc(F)cc2)oc1NCc1ccccc1
 : -29% | -11% | -14%[76.3 µM] | / | / | / | -2% | /
COc1ccccc1-c1nc(C(N)=O)c2[nH]c(=O)n(-c3cccc(C)c3)c2n1
 : -12% | -1% | 4% | ? | 14% | 7% | -17% | 14%
Cc1ccc(N2CCN(C(=O)N3CCOCC3)CC2)c(C)c1
 : -2% | 3% | 2% | 0% | -30% | 3% | -5% | 1%
C=CCNC(=O)c1ccccc1NC(=O)c1ccccc1C
 : 2% | 12% | -5% | 2% | -5%[10 µM] | 6% | -2% | 5%
CC(=O)NC1(c2cccc(F)c2)CCN(CC(=O)NC2CCCCC2)CC1
 : -2% | 0% | 7% | -1% | -10%[10 µM] | -14% | 0% | -8%
CCOC(=O)C1=NNC2(c3ccccc3)C(=O)N(c3cccc(Br)c3)C(=O)C12 (stereo not drawn)
 : -13% | -10% | -4% | 2% | / | 11% | -9% | 9%
Cc1cccn2cc(-c3ccc(F)cc3)cc12
 : -14% | -3% | -18% | 14% | 8%[10 µM] | 9% | -17% | 0%
O=C(COC(=O)c1ccc(-c2ccc([N+](=O)[O-])cc2)o1)NC(=O)NC12CC3CC(CC(C3)C1)C2
 : ? | 7% | 4% | -11% | / | -9% | -14% | -4%
Cc1cccc(OCCCCCn2ccnc2)c1
 : 0% | -7% | 3% | 3% | 5% | -3% | -2% | -7%
CN(CC(=O)Nc1ccccc1C(F)(F)F)C(=O)COc1ncnc2sccc12
 : -1% | -2% | 10% | 3% | 0%[10 µM] | -6% | 1% | 0%
CCN(C(=O)Cn1c(=O)oc2cc(S(=O)(=O)N3CCCCCC3)ccc21)c1cccc(C)c1
 : -8% | 5% | -13%[76.3 µM] | / | / | / | -10% | /
COCCCNC(=S)NNC(=O)Cn1nc(C)c(Br)c1C
 : -4% | 9% | -11% | -6% | 21%[10 µM] | -3% | -1% | -1%
COc1ccc(-c2csc(NC(=S)NC(=O)c3cccs3)n2)cc1Br
 : -30% | ? | 5% | 4% | -13%[10 µM] | -7% | ? | -5%
COCCN1C(=O)N[C@@H](c2ccccc2)C(C(C)=O)=C1C
 : -1%&-8% | -2%&-9% | -10% | 2%[15.4 µM] | 9% | -2%&-12% | -2%&-11% | -5%&3%
COc1ccccc1OCc1ccc(C(=O)Nc2ccncc2)o1
 : -3% | -1% | 0% | -4% | 5%[10 µM] | -6% | -8% | -2%
CCOc1cc(NC(=O)c2ccco2)c(OCC)cc1NC(=O)Cc1cccc(OC)c1
 : ? | 11% | -6% | -4% | -6%[10 µM] | 9% | ? | 7%
CC(C)c1ccc(OCC(=O)Nc2cc(-c3ccccc3)no2)cc1
 : ? | ? | -7%[76.3 µM] | / | / | / | ? | /
CCCCCCC/C(C)=N/NC(=O)CC(=O)NCCc1ccccc1
 : 8% | -1% | -7% | 3% | 10% | -7% | -4% | -2%

Rewritten bar-delimited: entries from further up
molecule | Tau fluor cs | Tau fibril FP | GAA glycogen mod | GAA inh | HTT ATP protect | aGlu spleen mod | Tau fibril ThT | GLA spleen mod
CCCCCCC/C(C)=N/NC(=O)CC(=O)NCCc1ccccc1 | 8% | -1% | -7% | 3% | 10% | -7% | -4% | -2%
O=C(COC(=O)c1ccc(-c2ccc([N+](=O)[O-])cc2)o1)NC(=O)NC12CC3CC(CC(C3)C1)C2 | ? | 7% | 4% | -11% | / | -9% | -14% | -4%
CC(C)c1ccc(OCC(=O)Nc2cc(-c3ccccc3)no2)cc1 | ? | ? | -7%[76.3 µM] | / | / | / | ? | /
